DT40 TDP1 CPT: growth inhibition of DT40 Tdp1-/-;hTDP1 cells with camptothecin (screen for TDP1 inhibitors) | chicken DT40 Tdp1-/-;hTDP1 cells + 20 nM CPT, ATP luminescence, 48 h | actives 12% (n = 420,000) | Potency, µM (highest dose often 46.2 µM), for the others: at the top dose activity change, negative = growth inhibition, hits mostly inhibitors; note: nearly all actives have a fitted effect of over 55% in size
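Chicken DT40 Tdp1-/- cells complemented with human TDP1, 400 cells/well, exposed to compounds plus 20 nM camptothecin for at least 48 h at 37 C; viability read as ATP content by CellTiter-Glo luminescence.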
KAT2A inh: GCN5L2 (KAT2A) acetyltransferase inhibition. Q92830. GCN5L2 HAT assay, ThioGlo1 CoA-SH fluorescence. Potency, µM (series often up to 58.9 µM), for the others: at the highest dose activity change, negative = inhibition, actives largely listed as inhibitors. actives 0.21% (n = 390,000)
Target sequence (Q92830 whole entry, looked up): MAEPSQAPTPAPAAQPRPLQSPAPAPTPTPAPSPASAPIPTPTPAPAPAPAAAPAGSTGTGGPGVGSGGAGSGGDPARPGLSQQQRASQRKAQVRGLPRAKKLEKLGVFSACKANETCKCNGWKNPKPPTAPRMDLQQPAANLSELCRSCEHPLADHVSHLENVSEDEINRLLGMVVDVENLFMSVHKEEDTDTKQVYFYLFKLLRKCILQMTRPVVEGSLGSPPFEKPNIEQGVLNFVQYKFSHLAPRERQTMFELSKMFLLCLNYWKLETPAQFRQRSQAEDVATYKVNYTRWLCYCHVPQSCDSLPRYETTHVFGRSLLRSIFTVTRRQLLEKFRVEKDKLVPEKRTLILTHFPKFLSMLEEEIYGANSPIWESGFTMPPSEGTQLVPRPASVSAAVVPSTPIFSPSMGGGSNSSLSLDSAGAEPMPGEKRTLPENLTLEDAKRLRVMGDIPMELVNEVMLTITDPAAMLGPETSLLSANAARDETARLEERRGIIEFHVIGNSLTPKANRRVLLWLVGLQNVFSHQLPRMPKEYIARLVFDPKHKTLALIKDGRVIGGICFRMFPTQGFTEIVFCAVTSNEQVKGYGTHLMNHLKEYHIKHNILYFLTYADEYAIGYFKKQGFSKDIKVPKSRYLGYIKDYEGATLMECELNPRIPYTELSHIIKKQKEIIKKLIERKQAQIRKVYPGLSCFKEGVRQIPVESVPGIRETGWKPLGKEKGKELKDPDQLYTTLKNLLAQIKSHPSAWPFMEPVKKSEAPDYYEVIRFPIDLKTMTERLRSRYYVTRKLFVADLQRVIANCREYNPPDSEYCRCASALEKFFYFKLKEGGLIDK
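GCN5L2 (20 nM) in 50mM HEPES pH 7.5, 0.1mM EDTA, 0.01% Tween-20 preincubated 15 min with compounds at room temperature. Reaction started with H3(1-25) 75uM, acetyl-CoA 70uM, ThioGlo1 50uM; CoA-thiol fluorescence (Ex340/Em540) read at 0 and 20 min.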
FEN1 inh: human FEN1 inhibition; P39748; Recombinant FEN1 flap cleavage, fluorescence, 15 min; Potency, µM (doses to about 114 µM), inactives show top-dose activity change, negative = inhibition, hits mostly inhibitors; actives 0.35% (n = 390,000); note: nearly all actives have a fitted effect of over 65% in size
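Reaction started by adding substrate (50 nM final) to 10 nM enzyme after 15 min room-temperature compound preincubation. Reads at 0 and 15 min, with data normalized and fitted to a four-parameter Hill equation.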
* marks the source's active call; other numbers are inactive results; ? = inconclusive; . = not tested or not shown; & = joins results of further samples. Calls come from the whole dose curve; as a rule, active = well fitted curve in the direction sought with a large enough effect; inconclusive = small, poorly fitted or top-dose-only effect, or another doubt; inactive = no such curve, though single readings can be large; an effect the other way counts as inactive or inconclusive. % is set by controls: 0 for no effect and ±100 for the full control effect; potency is the fitted concentration of half-maximal effect.

SMILES	DT40 TDP1 CPT	KAT2A inh	FEN1 inh
COc1cc2c(c(OC)c1OC)CCc1cnoc1-2	-20%	18%	-16%
COC(=O)CCNC(=O)N1CCN(c2nnc(C)c3c(C)n(-c4ccc(Cl)cc4)nc23)CC1	-6%	-5%	0%
O=C(Nc1ccnn1C1CCN(C2CCC2)CC1)c1ccccc1Cl	-2%	-29%	-5%
Cn1cccc1C(=O)N1CCN(S(=O)(=O)c2ccccc2)CC1	0%	-2%	-1%
Cc1ncc(C(=O)O)c(C(=O)O)c1N	4%	-5%	1%
COc1ccc2oc(C(=O)Nc3nnc(C)s3)c(C)c2c1	-26%	-8%	-1%
O=C(C1CCN(c2nnc(N3CCCC3=O)s2)CC1)N1CCN(c2cccc(C(F)(F)F)c2)CC1	8.2µM*	-4%	15%
CCOc1c(C(=O)CC)cc2c(C)cc(=O)oc2c1C	1%	-3%	-10%
COc1ccc(NC(=O)C(=O)NCC(c2cccnc2)N2CCc3ccccc32)cc1OC (configuration not stated)	?	0%	0%
[O-]/C(=C(\C(=S)Nc1ccc(Cl)cc1)[n+]1ccccc1)c1ccc(OC(F)F)cc1	?	-6%	12%
CN(Cc1ccccc1)C(=O)c1cc2ccccc2o1	3%	-5%	-1%
Cn1nc(SCc2ccccc2)c(=O)n(C(c2ccccc2)c2ccccc2)c1=O	?	.	4%
CCC(=O)N1CCc2cc(S(=O)(=O)NC(Cc3ccccc3)C(=O)Nc3cccc(OC)c3)ccc21 (configuration not stated)	?	-2%	-2%
COCCn1nnnc1C(c1cccc(OC)c1OC)N1CCN(C2CCCCC2)CC1 (configuration not stated)	-7%	-6%	-3%
Cc1cccc(C)c1NC(=S)N(CCN1CCCCCC1)Cc1ccco1	?	-2%	7%
COc1cccc(C(=O)Nc2cccc(NC(=O)c3ccc(Cl)cc3Cl)c2)c1	?	-20%	8%
Cc1ccc(-c2nc3ccccc3nc2-c2ccccc2)cc1	?	-5%	2%
CCN(CC)C(=O)Cn1cnc2sc(C)c(S(=O)(=O)N3CCC(C)CC3)c2c1=O	-2%	-19%	4%
O=C1CC(N2CCN(Cc3ccc4c(c3)OCO4)CC2)C(=O)N1c1cccc(Cl)c1 (configuration not stated)	-3%	-5%	-15%
C#Cc1ccc([C@H]2C=C(C(=O)NCc3ccccc3)O[C@@H](OCc3ccc(CO)cc3)C2)cc1	-2%	.	?
CCOc1ccc(-c2nnc(Nc3ccc(OC)c(C(=O)N4CCCCC4)c3)c3ccccc23)cc1	?	?	7%
O=C(N=NC(=O)c1ccco1)c1ccc2c(O)n(N3C(=O)c4ccccc4C3=O)c(O)c2c1	-16%	-5%	-9%
O=C(NNC(=S)NC(=O)c1cccs1)c1cccnc1	?	-11%	-3%
CC(=NC(C)C)C1=C(O)C(C)OC1=O (configuration not stated)	-26%	1%	22%
CCN(c1ccccc1)S(=O)(=O)c1cccc(C(=O)OCC(=O)c2c(N)n(C)c(=O)n(C)c2=O)c1	?	.	3%

Single values from the results shown:
`[O-]/C(=C(\C(=S)Nc1ccc(Cl)cc1)[n+]1ccccc1)c1ccc(OC(F)F)cc1` – KAT2A inh = -6%
`COc1ccc2oc(C(=O)Nc3nnc(C)s3)c(C)c2c1` – KAT2A inh = -8%
`CCC(=O)N1CCc2cc(S(=O)(=O)NC(Cc3ccccc3)C(=O)Nc3cccc(OC)c3)ccc21` (configuration not stated) – KAT2A inh = -2%
`Cc1ccc(-c2nc3ccccc3nc2-c2ccccc2)cc1` – FEN1 inh = 2%
`O=C(N=NC(=O)c1ccco1)c1ccc2c(O)n(N3C(=O)c4ccccc4C3=O)c(O)c2c1` – DT40 TDP1 CPT = -16%
`CCN(CC)C(=O)Cn1cnc2sc(C)c(S(=O)(=O)N3CCC(C)CC3)c2c1=O` – KAT2A inh = -19%

Fetched by structure from above:
SMILES	DT40 TDP1 CPT	KAT2A inh	FEN1 inh
CCOc1c(C(=O)CC)cc2c(C)cc(=O)oc2c1C	1%	-3%	-10%
C#Cc1ccc([C@H]2C=C(C(=O)NCc3ccccc3)O[C@@H](OCc3ccc(CO)cc3)C2)cc1	-2%	.	?

Complete entries, quoted from the list.
`CCOc1c(C(=O)CC)cc2c(C)cc(=O)oc2c1C` in the list: DT40 TDP1 CPT = 1%; KAT2A inh = -3%; FEN1 inh = -10%
`CCN(c1ccccc1)S(=O)(=O)c1cccc(C(=O)OCC(=O)c2c(N)n(C)c(=O)n(C)c2=O)c1` in the list: DT40 TDP1 CPT = ?; KAT2A inh = .; FEN1 inh = 3%

Later entries:
SMILES	DT40 TDP1 CPT	KAT2A inh	FEN1 inh
O=S(=O)(c1ccccc1)c1nc(-c2ccccc2Cl)oc1NCCCN1CCOCC1	?	-3%	2%
Cc1c(C#N)c2ncn(Cc3ccccc3)c(=O)c2n1-c1ccccc1	-2%	-7%	-2%
CCSc1nnc(COc2ccccc2)n1CC	0%	-15%	-1%
CCOCCN1CCN(C(=O)CN2CCCC2=O)CC1	0%	-1%	-3%
Cc1cccc(NC(=O)CN2C(=O)N/C(=C/c3ccc(C)s3)C2=O)c1	-10%	1%	-2%
COc1cccc(NC(=O)N2CCCC2C(=O)NC2CCCCC2)c1 (configuration not stated)	6%	-5%	0%
COc1ccc(CN2CCC(n3nccc3NC(=O)CCCc3ccccc3)CC2)cc1C	?	0%	-24%
C/C(CC(=O)Nc1ccc2ccccc2c1)=N\NC(=O)c1cnccn1	?	-7%	-1%
Cc1oc(-c2ccc(Cl)cc2)nc1CN1CCCC(C(=O)NCCCN2CCCC2=O)C1 (configuration not stated)	8.2µM*	-22%	13%
Cc1cc(C)c(S(=O)(=O)N2CCN(c3ccccn3)CC2)c(C)c1	17%	-8%	-14%
Cc1cc(C)c(OCCN(C)Cc2ccccc2)c(Br)c1	?	-7%	3%
COc1ccc(CNC(=O)c2sc3nc4n(c(=O)c3c2C)CCCC4)cc1	?	?	-10%
Cc1ccc(C2=NNC3(CCOC(C)(C)C3)S2)cc1 (configuration not stated)	-18%	-2%	-1%
Cc1ccc(-c2nc3ncccc3o2)cc1NC(=O)Cc1ccc(Cl)cc1	-16%	-13%	0%
O=C(COc1ccc(F)cc1Cl)N(Cc1nnc(-c2ccccc2Cl)o1)C1CC1	-29%	.	-3%
CCCCCC1C(=O)CCC1CC(=O)O (configuration not stated)	-1%	-5%	.
CC(=O)Nc1ccc(OCc2cnc(Cl)s2)cc1	1%	3%	1%
CSc1ccccc1NC(=O)CN(C)C(=O)c1c(C)nn(Cc2ccccc2)c1C	3%	-1%	0%
O=C(COC(=O)/C=C/c1ccccc1[N+](=O)[O-])Nc1ccc(OC(F)F)cc1	5%	0%	0%
COc1cccc(NC(=O)CN(C)C(=O)CC2Sc3ccccc3NC2=O)c1 (configuration not stated)	-5%	3%	2%
Cc1ccc(NC2=C(Cl)C(=O)OC2OC(=O)c2ccco2)cc1C (configuration not stated)	?	-4%	1%
O=C(CSc1nccn1Cc1ccc(F)cc1)NC1CCCC1	7%&2%	0%&3%	-6%&-6%
CCOc1ccccc1NC(=O)Cn1c(=O)oc2cc(S(=O)(=O)NCc3ccccc3)ccc21	13µM*	3%	-13%
COc1ccc(NC(=S)N/N=C2\CC(C)(C)Oc3ccc(O)cc32)cc1	?	-3%	6%
O=C(c1ccc(-n2cnnn2)cc1)N1CCN(C(c2ccccc2)c2ccccc2)CC1	?	-5%	-5%

(list continues)
SMILES	DT40 TDP1 CPT	KAT2A inh	FEN1 inh
Cc1ccc(C)c(C(=O)COC(=O)c2n[nH]c3ccccc23)c1	?	-16%	11%
NC(=O)COC(=O)c1cccc2c1-c1ccccc1C2=O	13%	-15%	?
COc1ccc(OC)c(/C=N/NC(=O)c2cccc3ccccc23)c1	7%	.	-12%
CCCCCCC#Cc1cncc(C(=O)NNC(=O)Nc2cc(Cl)cc(Cl)c2)c1	-4%	-3%	-6%
COc1cc2c3c(c1)c(N=NC(N)=S)c(O)n3C(C)(C)C=C2C	4.6µM*	-3%	-21%
O=C1COc2ccc(S(=O)(=O)NCc3ccc(Cl)cc3)cc2N1	-1%	-21%	18%
CCCC(=O)Nc1ccc2nc(C)n(Cc3ccccc3Cl)c(=O)c2c1	-14%	0%	15%
COCCCn1c(SCc2cccc(OC)c2)nc2cc(OC)c(OC)cc2c1=N	?	-11%	?
CN(C(=O)C=Cc1ccco1)c1ccccc1	?	.	-3%
O=C(COC(=O)C1CC2C=CC1C2)Nc1ccc2c(c1)OC(F)(F)O2 (configuration not stated)	-24%	-7%	-19%
Cc1ccc2oc(C(=O)NCc3ccc4c(c3)OCO4)c(C)c2c1	-3%	.	-23%
Cc1nc(SCC(O)CCl)c([N+](=O)[O-])[nH]1 (configuration not stated)	-25%	-2%	0%
Cc1nn(C(C)C(=O)NCCc2cccs2)c(=O)c2nn(-c3ccccc3)c(C)c12 (configuration not stated)	10%	-7%	-1%
CCOC(=O)C1CCCCN1Cc1ccc(OC)c(OC)c1 (configuration not stated)	-10%	-1%	1%
CSc1ccc(S(=O)(=O)N(C)Cc2ccccc2)cc1	1%	-9%	0%
Cc1ccc(Cn2ncc3c(N4CCN(CC#N)CC4)ncnc32)cc1	-15%	-6%	-1%
O=c1c(-c2ccc(Cl)cc2)nc2cnc(N3CCNCC3)nc2n1-c1ccccc1	4.1µM*	?	.
Cc1c(C)n(C)c2ccc(C(=O)NCCCN3CCCC3)cc12	-13%	-4%	?
COc1ccc(Cl)cc1NC(=O)CN1C(=O)COc2ccc(S(=O)(=O)NC3CCCC3)cc21	7%	-10%	5%
O=C(Nc1cccc(S(=O)(=O)N2CCCCC2)c1)c1ccc(Cl)nc1	21µM*	-2%	-11%
Cc1ccc(C(C(=O)NC2CCCCC2)N(CC2CCCO2)C(=O)CCCC(=O)Nc2ccccn2)cc1 (configuration not stated)	?	-6%	3%
CCOC(=O)N/N=C/C=C/c1ccccc1	3%	-11%	1%
O=C1[C@H]2[C@H](C=CC[C@H]2C(=O)N2CCN(c3ccccc3)CC2)CCN1Cc1ccccc1	?	.	5%&-7%
O=C(O)CSCC(=O)N1CCN(c2cc(C(F)(F)F)nc3ccccc23)CC1	12%	2%	16%
COc1cccc(C(=O)NNc2c3ccccc3nc3ccccc23)c1	?	-3%	-8%
CCc1cccc(NC(=O)Cn2c(=O)n(Cc3ccccc3)c(=O)c3c2c2cc(OC)ccc2n3C)c1	?	0%	-8%
O=C(OCc1ccc(COC(=O)c2cccnc2Cl)cc1)c1cccnc1Cl	9%	-8%	-18%
CCOc1ccccc1N(CC(=O)OC)S(C)(=O)=O	-1%	1%	-7%
NN/C(=C\[N+](=O)[O-])Nc1ccc(Cl)cc1	?	4%	-6%
Cn1ccnc1SCC(=O)Nc1cc(S(=O)(=O)N2CCOCC2)ccc1Cl	-2%	1%	4%

Three compounds from above, sorted by length of the SMILES, high to low:
SMILES	DT40 TDP1 CPT	KAT2A inh	FEN1 inh
CCCCCCC#Cc1cncc(C(=O)NNC(=O)Nc2cc(Cl)cc(Cl)c2)c1	-4%	-3%	-6%
O=C(OCc1ccc(COC(=O)c2cccnc2Cl)cc1)c1cccnc1Cl	9%	-8%	-18%
NC(=O)COC(=O)c1cccc2c1-c1ccccc1C2=O	13%	-15%	?

Screening results from PubChem.

Not all compounds are listed; rates above refer to the full screens.
